Compound activity from PubChem.
FBW7 activator = FBW7 E3 ligase activators, primary screen, biochemical, AlphaScreen, human | F-box/WD repeat-containing protein 7 (Homo sapiens), Q969H0 | AlphaScreen FBW7–phospho-cyclin E peptide binding, activator screen | normalized activity (activation), % at 26.1 µM | 650,000 compounds, 0.13% hits | AID 1259310, 2017; in the data active = normalized activity above about 1.9%;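 note: purified mutant Fbw7 with reduced substrate affinity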
Target sequence (Q969H0 whole entry, looked up): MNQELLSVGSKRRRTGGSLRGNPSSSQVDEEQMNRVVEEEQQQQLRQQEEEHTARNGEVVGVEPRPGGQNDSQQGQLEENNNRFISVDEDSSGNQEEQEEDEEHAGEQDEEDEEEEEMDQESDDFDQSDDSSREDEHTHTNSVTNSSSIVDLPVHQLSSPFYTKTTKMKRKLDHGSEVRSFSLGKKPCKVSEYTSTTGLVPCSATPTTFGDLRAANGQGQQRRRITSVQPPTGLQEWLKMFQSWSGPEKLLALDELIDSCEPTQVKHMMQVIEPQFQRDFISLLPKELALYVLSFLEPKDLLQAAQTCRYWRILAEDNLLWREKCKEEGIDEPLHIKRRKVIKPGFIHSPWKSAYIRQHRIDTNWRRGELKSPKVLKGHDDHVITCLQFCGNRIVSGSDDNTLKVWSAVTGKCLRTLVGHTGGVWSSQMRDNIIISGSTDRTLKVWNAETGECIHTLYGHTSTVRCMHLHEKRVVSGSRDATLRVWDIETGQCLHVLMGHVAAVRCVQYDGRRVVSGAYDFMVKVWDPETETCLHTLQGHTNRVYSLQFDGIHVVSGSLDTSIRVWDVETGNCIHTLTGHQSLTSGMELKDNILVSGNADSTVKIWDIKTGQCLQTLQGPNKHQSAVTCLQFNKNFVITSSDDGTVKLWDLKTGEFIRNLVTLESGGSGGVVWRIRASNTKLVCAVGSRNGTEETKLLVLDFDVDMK
MITF inh = MITF inhibitors, primary screen, biochemical, AlphaScreen, human. Microphthalmia-associated transcription factor (Homo sapiens), O75030. AlphaScreen MITF homodimerization, bead proximity signal. inhibition, % at 2.6 µM. 650,000 compounds, 0.91% hits; in the data active = inhibition above about 50%;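 note: 0% = vehicle wells with protein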
TEAD-YAP block = TEAD-YAP interaction inhibition, primary screen, TEAD-YAP interaction inhibitor project, luminescence, HEK-TIYL cells; TEAD-Gal4/YAP UAS-luciferase luminescence; inhibition, % at 9.12 µM; 640,000 compounds, 1.4% hits; AID 1259422, 2018; in the data active = inhibition above about 32%;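 note: 0% = median of test compound wells and 100% = reference inhibitor wells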
GPR151 ag = activators of human GPR151, primary screen, cell-based, PathHunter beta-arrestin, luminescence; 650,000 compounds, 1% hits; activation, % at 11.2 µM; AID 1508602, 2020; PathHunter beta-arrestin GPR151 cells; in the data active = activation above about 4.9%;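 note: 0% = median of compound wells and 100% = cells with positive control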
Active calls of the source: *; & = joins results of further samples; ! = not confirmed by another sample.

SMILES	FBW7 activator	MITF inh	TEAD-YAP block	GPR151 ag
COc1cc(OC)c(NC(=O)c2cn(-c3ccc(C)c(C)c3)c(=O)c3ccccc23)cc1Cl	0.1	1.9	3.0	-0.7
O=C(CCc1nnc(CCCCc2ccccc2)o1)N1CCCCC1CCO (stereo not drawn)	0.0	11.2	0.1	-2.2
O=C(c1cccc(C(F)(F)F)c1)N1CCn2c1nc1ccccc12	-0.2	1.4	-5.2	0.3
COc1ccc(OCC2c3cc(OC)c(OC)cc3CCN2C(=O)c2ccc(S(=O)(=O)N3CCOCC3)cc2)cc1 (stereo not drawn)	-0.1	4.0	10.9	3.2
CCOc1ccccc1NC(=O)Nc1ccc(N(C)C(C)=O)cc1	0.0	4.1	-27.7	-1.3
O=C(C1CC1)N1CCCC(c2[nH]ncc2-c2cccc3ccccc23)C1 (stereo not drawn)	0.0	-2.1	2.7	0.7
CN1CCN(c2ccccc2NC(=O)c2ccc(F)cc2)CC1	-0.1	-0.2	-17.6	-0.7
C=CCN1C(=O)S/C(=C/c2ccc(OCC(C)C)cc2)C1=O	-0.2	-8.2	-9.6	-0.4
Cc1ccc(NC(=O)Nc2cccn(Cc3ccccc3Br)c2=O)cc1	0.0	-13.9	0.9	-0.7
COc1ccc(C(=O)Nc2ccccc2C(=O)NC(C(=O)NNC(=O)COc2ccc(C)cc2)C(C)C)cc1 (stereo not drawn)	-0.1	-4.4	3.6	1.6
CCOCCCNCC(=O)Nc1ccccc1N1CCOCC1	0.1	51.4*	-3.7	-1.1
O=[N+]([O-])c1ccc(C2=Nc3ccc([N+](=O)[O-])cc3ON2)cc1	-0.1	4.4	0.2	-0.7
CCOc1ccccc1-n1c(SCC(=O)Nc2nccs2)nnc1-c1cccnc1	0.0	-19.5	10.4	-1.6
CC(=O)c1ccc(-c2cc(F)cc3c2OC(CNC(=O)c2cnc(C)cn2)C3)s1 (stereo not drawn)	-0.1	8.1	-4.1	0.6
COc1cc(/C=C2/C(=O)NC(=O)N(Cc3ccc(F)cc3)C2=O)cc(Br)c1O	-0.3	16.7	-0.8	-0.2
Cc1cc2cc(CCNC(=O)c3ccc(S(=O)(=O)N(C)C)cc3)c(=O)[nH]c2cc1C	0.1	2.2	4.7	-1.5
COc1ccc(CN2C[C@@H]3C[C@@H](c4cccc(SC)c4)N4CCC[C@@]34C2=O)cc1	0.1	7.4	-2.8	-0.2
COc1cccc(NC(=O)c2ccc(-c3ccc(O)cc3)nc2N(C)C)c1	0.5	5.3	10.3	0.3
CCOC(=O)c1c(NC(=O)C(C)Oc2ccc(Cl)c(C)c2)sc(C(C)=O)c1C (stereo not drawn)	0.1	9.8	0.0	0.9
COc1ccc2oc(C(=O)CCC(=O)O)c(N)c2c1	-0.1	0.7	7.5	-0.9
CC(=O)N1CCc2cc(Br)cc(S(=O)(=O)N3CCN(C)CC3)c21	-0.1	-3.1	-7.3	-0.1
N#Cc1cc(-c2ccccc2)nc(N2CCCCC2)n1	-0.1	-1.6	8.7	-1.3
Cc1cc(C2C(C#N)=C(N)N(c3ccc(C)c(Cl)c3)C3=C2C(=O)CCC3)c(C)s1 (stereo not drawn)	-0.1	-6.6	-3.1	1.1
Cc1cc(C=O)c(C)n1-c1ccc(NC2CCCC2)c([N+](=O)[O-])c1	-0.2	29.3	1.2	1.5
CCOC(=O)c1cnc2cc(Cl)c(OC)cc2c1NCc1ccco1	0.1	-2.2	3.1	-0.6
Cc1ccc2[nH]c3nc(SCC(=O)NC(C)(C)C)nnc3c2c1	0.0	16.4	-11.5	0.6
O=C1N[C@@H](CO)C(=O)N2CCN(C(=O)c3ccc(F)cc3)C[C@H]12	0.8	2.4	-2.7	-0.1
N#Cc1ccc(NC(=O)COC(=O)c2ccc(S(=O)(=O)N3CCCCCC3)cc2)cc1	0.1	10.5	1.9	1.1
CCOc1ccc2c(c1)-c1c(ssc1=S)C(C)(C)N2C(=O)CN1C(=O)c2ccccc2C1=O	-0.1	10.0	-3.6	-0.5
O=C1Nc2ccccc2SC1(O)C(F)(F)F (stereo not drawn)	0.2	13.4	-0.4	-0.8
COc1ccc(C)cc1NS(=O)(=O)c1cccc2nonc12	0.1	15.6	6.8	1.6
CCOc1ccc(NC(=O)c2c(C)[nH]c(C(C)=O)c2C)cc1	-0.1	10.8	-8.7	0.0
CC(O)C(=O)NS(=O)(=O)c1ccccc1 (stereo not drawn)	0.1	-5.5	2.3	-1.2
COc1ccc(OCC2c3cc(OC)c(OC)cc3CCN2C(=O)/C=C/c2ccccc2)cc1 (stereo not drawn)	0.2	11.0	-7.2	-1.4
Cc1cc(C)n2nc(SCC(=O)NCc3ccco3)nc2n1	0.1	-3.6	-0.3	0.2
NN1C(=O)/C(=C/c2cccs2)NC1=S	0.1	13.8	1.4	0.2
O=C(NCc1ccccc1Cl)c1cc(-c2ccccn2)nc2ccccc12	-0.1	4.3	3.2	0.5
Cc1cc(C)cc(C(=O)NCC2CCCO2)c1 (stereo not drawn)	-0.2	7.4	-0.5	-0.6
O=C1C(=O)N(CCc2ccccc2)C(c2ccccc2F)/C1=C(/O)c1ccccc1 (stereo not drawn)	0.1	2.3	0.7	-0.6
CCCN(CCC)CCc1cccc2c1CC(=O)N2	-0.2&0.1&-0.1	-8.7&20.8&-9.9	-4.3&1.0	12.4*!
CN1CCN(Cn2nc3c4ccccc4ncn3c2=O)CC1	0.0	15.6	7.6	-1.4
Cc1nnc2c(Nc3ccc(C(C)C)cc3)nc3ccccc3n12	0.0	2.5	2.6	4.1
Cc1ccccc1-n1nc2c(c1NC(=O)c1cccc(C(F)(F)F)c1)CS(=O)C2 (stereo not drawn)	0.0	-2.9	4.7	-0.8
Clc1ccc(CSc2nn3c(SCc4ccc(Cl)cc4)nnc3s2)cc1	-0.1	-12.2	-3.8	-2.2
CN1CCN(c2ccnc3c(-c4ccc5c(c4)OCO5)cnn23)CC1	0.0	-11.5	-75.7	2.3
S=C(NCCC1=CCCCC1)Nc1ccc(Cl)c(Cl)c1	0.1	-3.7	-23.4	-1.7
O=C(NC1CCN(Cc2ccccc2)CC1)c1cnc(NC2CCC(O)CC2)s1 (stereo not drawn)	0.0	10.6	1.8	0.8
OCCCNc1nc(CN2CCOCC2)nc2sc3c(c12)CCCC3	-0.1	-0.9	-2.8	-1.5
O=C(CCc1nnc(C2CCCCC2)o1)NCc1n[nH]c2c1CCC2	-0.1	11.8	12.4	-0.3
COc1cc2c(cc1OC)C(C)N(C(=O)c1cc3nc(-c4ccc(Cl)cc4)cc(C(F)(F)F)n3n1)CC2 (stereo not drawn)	-0.1	9.5	-6.8	0.4
CCCCCOc1ccc(/C=c2\sc3nc(-c4ccncc4)nn3c2=O)cc1	0.1	4.7	-4.2	0.4
O=C(CN1C(=O)C(=O)c2ccccc21)NC1CCCCC1	0.1	2.0	8.4	1.3
Cn1cnnc1SCC(=O)NC1CC1	0.2	12.0	-0.6	-0.8
CN1CCN(/N=C2/C(=O)Nc3ccc([N+](=O)[O-])cc32)CC1	0.3	18.5	4.9	-0.6
NC(=O)c1ccc(NC(=S)Nc2ccccc2)cc1	-0.1	-8.0	-3.1	0.7
O=C(O)C1C2C=CC(C2)C1C(=O)N1CCCCCC1 (stereo not drawn)	0.3	9.8	1.0	-1.8
CN(C)c1ccc(N=Nc2ccc(S(=O)(=O)O)cc2)cc1	-0.3	-6.9	-0.3	0.0
CCOC(=O)C1CCN(Cc2cccc([N+](=O)[O-])c2)CC1	0.0	20.8	-8.8	1.1
COCCN1C(=O)CC(CC(=O)N2CCN(c3ccccc3)CC2)(c2ccccc2C)C1=O (stereo not drawn)	-0.1	3.5	-6.0	-0.7
CCOc1cc(CO)ccc1OCC(=O)NC1CCCCC1	0.0	2.0	2.0	-0.1

Random excerpt: 5 records from the list.
SMILES	FBW7 activator	MITF inh	TEAD-YAP block	GPR151 ag
NC(=O)c1ccc(NC(=S)Nc2ccccc2)cc1	-0.1	-8.0	-3.1	0.7
O=C(CN1C(=O)C(=O)c2ccccc21)NC1CCCCC1	0.1	2.0	8.4	1.3
O=C(NC1CCN(Cc2ccccc2)CC1)c1cnc(NC2CCC(O)CC2)s1 (stereo not drawn)	0.0	10.6	1.8	0.8
CCOc1cc(CO)ccc1OCC(=O)NC1CCCCC1	0.0	2.0	2.0	-0.1
CN(C)c1ccc(N=Nc2ccc(S(=O)(=O)O)cc2)cc1	-0.3	-6.9	-0.3	0.0

One compound at a time, as listed above.
CCCCCOc1ccc(/C=c2\sc3nc(-c4ccncc4)nn3c2=O)cc1 is listed with FBW7 activator: 0.1; MITF inh: 4.7; TEAD-YAP block: -4.2; GPR151 ag: 0.4
Cc1ccccc1-n1nc2c(c1NC(=O)c1cccc(C(F)(F)F)c1)CS(=O)C2 (stereo not drawn) is listed with FBW7 activator: 0.0; MITF inh: -2.9; TEAD-YAP block: 4.7; GPR151 ag: -0.8
O=C(O)C1C2C=CC(C2)C1C(=O)N1CCCCCC1 (stereo not drawn) is listed with FBW7 activator: 0.3; MITF inh: 9.8; TEAD-YAP block: 1.0; GPR151 ag: -1.8

(listing goes on)
SMILES	FBW7 activator	MITF inh	TEAD-YAP block	GPR151 ag
COc1ccc(Cc2n[nH]c(=S)n2C)cc1	0.5	4.4	-8.5	0.6
CN(C)c1ccc(C2C(=O)N(C3CCCCC3)CC(=O)N2CCC2=CCCCC2)cc1 (stereo not drawn)	0.0	10.9	6.0	-0.5
CC(NCCN1CCOCC1)C(=O)Nc1ccccc1 (stereo not drawn)	0.3	97.9*	-13.8	-0.7
NC(=O)CSc1nc2ccccc2[nH]1	0.2	0.0	4.1	0.6
COc1ccc(OCCOc2c(Br)cc(/C=C3/C(=N)N4C(c5ccccc5)=CSC4=NC3=O)cc2OC)cc1	0.0	18.7	-10.0	-1.1
Cn1nc(CC(=O)Nc2ncc(Br)s2)c2ccccc2c1=O	0.1	13.8	-17.5	-1.2
O=C(O)CSc1nccn1-c1cccc(Cl)c1	0.2	0.0	-8.1	-0.6
CC(C)N(CCNC(=O)c1ccnc(N2CCc3ccccc3C2)c1)C(C)C	0.2	-3.7	5.7	-2.8
O=C1C(=O)N(CCO)C(c2ccccc2F)/C1=C(\O)c1ccc([N+](=O)[O-])cc1 (stereo not drawn)	0.1	18.4	3.3	-1.0
CSc1nnc2c(n1)OC(c1ccc(OC3CCCC3)cc1)N(C(C)=O)c1ccccc1-2 (stereo not drawn)	0.4	26.3	-10.6	0.5
Cc1cc(N2CCCC(C(=O)NCc3ccccc3F)C2)n2ncnc2n1 (stereo not drawn)	0.0	12.9	0.7	0.3
NC(=O)c1ccsc1NC(=O)CCSc1ccc(F)cc1	-0.1	-6.4	-21.1	-0.2
CC(C)(Oc1ccc(Cl)cc1)C(=O)Nc1nnc(COc2ccccc2)o1	-0.1	6.4	25.7	0.7
COc1ccccc1N(CC(=O)Nc1ccc(Br)cc1)S(=O)(=O)c1ccc(C)cc1	-0.1	7.6	-5.3	-0.8
c1cc(C2CCCCC2)ccc1OCCOCCN1CCOCC1	0.0	6.7	8.8	0.4
COc1ccc(CNC(=O)C2CC(=O)N(c3ccc(Cl)c(Cl)c3)C2)cc1 (stereo not drawn)	0.0	9.7	-6.9	-0.6
CC(C)[C@H](NS(=O)(=O)c1ccccc1)C(=O)O	0.0	5.5	-5.6	0.9
COc1cc2ccccc2cc1C(=O)Nc1ccc(Cl)cc1	0.0	-19.7	-80.9	-0.6
OCCC1CN(Cc2cn[nH]c2-c2ccc(F)cc2)CCN1Cc1ccsc1 (stereo not drawn)	0.0	1.9	-5.8	2.3
CCOC(=O)C1=C(C)N=c2s/c(=C\c3ccc(OCc4ccccc4Cl)cc3)c(=O)n2C1c1ccc(SC)cc1 (stereo not drawn)	0.1	11.8	-5.4	-2.4
COc1ccc(Cn2cccc(NC(=O)Nc3ccc(C#N)cc3)c2=O)cc1	-0.1	-2.9	4.8	0.3
COC(=O)CSc1cc(Cl)nc2ccc(C)cc12	0.0	11.3	6.7	-0.2
CCCCNCc1ccc(OC)c(OCC(N)=O)c1	0.3	0.5	5.3	0.8
Cc1ccc(C2N(c3ccccc3)CCN2c2ccccc2)s1	0.0	14.6	-18.9	-0.6
O=C(NCc1cccnc1)c1cc(-c2ccccc2)nc2ccccc12	-0.1	21.1	26.8	-0.1
CCOC(=O)C(=CNNc1ccccc1C(=O)O)C(=O)OCC	0.8	14.3	-29.9	-0.8
O=C1C=C(NNC(=O)c2cccc(Br)c2)CCC1	0.0	5.1	-12.0	-0.8
O=C(CSc1nc2ccccc2c(=O)n1C1CCCCC1)NCc1ccco1	0.0	-17.8	-7.3	-1.9
Cc1ccc(/C=C/c2nc3ccccc3[nH]2)o1	-0.2	-4.0	-58.0	-1.7
COc1ccc(NC(=O)c2scc3c2CCCC3)cc1	-0.1	-10.2	40.3*	-6.0
CCn1c(CNC(=O)c2ccco2)nnc1SCC(=O)Nc1ccccc1OC	0.0	-14.9	-4.6	-0.7
COCCNC(=O)c1cc2c(n(-c3ccc(C)cc3)c1=O)CC(C)(C)CC2=O	0.2	-1.6	-9.5	-1.2
CS(=O)(=O)c1ccc(-c2ccnc(Nc3ccc(C(N)C(F)(F)F)cc3)n2)cc1 (stereo not drawn)	0.2	8.9	17.7	0.0
CC(=O)CC(=O)Nc1ccc(C(C)C)cc1	0.2	16.9	-18.4	0.6
